# DDE Tn6 FP inh: inhibitors of Tn6 peptide binding to fibrin DD(E), primary screen, biochemical, fluorescence polarization, human fibrin, Tn6 probe. 0.21% of 370,000 active. AID 720509, 2013. inhibition, % at 8.3 µM. Fibrinogen beta chain (Homo sapiens), P02675. Fibrin DD(E) TRITC-Tn6 fluorescence polarization displacement;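 active = inhibition above a per-campaign cutoff: mean of compounds within control limits plus 3 SD, cut at about 15% in these data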;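 also: 0% = median of all compound wells on the plate and 100% = blocking peptide control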
# KLK7 zymogen act: proKLK7 zymogen activators, primary screen, biochemical, fluorescence intensity; activation, % at 7 µM; 0.9% of 370,000 active; Kallikrein-7 (Homo sapiens), P49862; purified proKLK7, EDANS-DABCYL substrate fluorescence; 100% is mature enzyme control, 0% vehicle;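 active = activation above the mean of all tested compounds plus 3 SD, computed per campaign excluding outliers beyond control limits, cut at about 13% in these data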
# ARFGAP1 inh: inhibitors of rat ARFGAP1 GAP activity, primary screen, biochemical, fluorescence polarization, GDP tracer; Arfgap1-stimulated ARF1 GTP hydrolysis, GDP FP detection; inhibition, % at 16.5 µM; 0.26% of 360,000 active;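 active = inhibition above a per-plate limit, mean inhibition of low control wells plus 3 SD, cut at about 25% in these data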;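 also: 0% = DMSO wells with enzyme and 100% = wells lacking Arfgap1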
#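 Replicates: Single well per compound | Assay system: Truncated rat Arfgap1 GAP domain | Control set: No-Arfgap1 wells (100%) versus DMSO full-reaction wells (0%) | Times: Enzyme reaction 120 min at 25 °C after 20 min preincubation | Reagent: Human ARF1(Δ1-17)-GTP substrate | Measured by: Tracer-displacement fluorescence polarization with EDTA stop, 620/688 nm | Measure: Percent inhibition of Arfgap1-stimulated GTP hydrolysis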
# ASAP1 inh: inhibitors of human ASAP1 ArfGAP activity, primary screen, biochemical, fluorescence polarization. Arf-GAP with SH3 domain, ANK repeat and PH domain-containing protein 1 (Homo sapiens), …. ASAP1-stimulated ARF1 GTP hydrolysis, GDP FP detection. inhibition, % at 16.5 µM. 0.19% of 360,000 active. AID 624377, 2012; in the data active = inhibition above about 25%;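 also: 0% = vehicle with enzyme and substrate and 100% = no enzyme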
# ADAM10 inh: human ADAM10 inhibitors, primary screen, biochemical, QFRET, HTS. Disintegrin and metalloproteinase domain-containing protein 10 (Homo sapiens), O14672. recombinant ADAM10, EDANS/DABCYL FRET peptide cleavage, 3 h. inhibition, % at 7 µM. 0.62% of 370,000 active;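 active = inhibition above a per-campaign cutoff equal to the mean of compounds falling between control-based bounds plus 3 SD, cut at about 20% in these data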;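 also: 0% = DMSO wells while the 100% control is not disclosed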
# LEDGF integ inh: blockers of LEDGF/p75-dependent integrase strand transfer – biochemical, TR-FRET, high throughput, primary screen. AID 743269, 2014. inhibition, % at 3.7 µM. 0.64% of 370,000 active. TR-FRET IN-LEDGF/p75 DNA integration, Eu/Cy5. HIV-1 integrase (with human LEDGF/p75);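 active = inhibition above the screen-wide mean plus 3 SD, cut at about 13% in these data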;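 also: signal is the Cy5 over europium emission ratio at 671 and 618 nm; 0% = plate median of compound wells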
# TDP2 absorb: human TDP2 enzyme inhibitors, primary screen, biochemical, epi absorbance, recombinant enzyme. T5PNP hydrolysis, p-nitrophenol absorbance 415 nm. Tyrosyl-DNA phosphodiesterase 2 (Homo sapiens), O95551. inhibition, % at 12.8 µM. 0.34% of 370,000 active. AID 720702, 2013;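 active = inhibition above the mean of all tested compounds plus 3 SD, set per campaign, cut at about 25% in these data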;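 also: 0% = DMSO with enzyme and 100% = buffer with substrate but no TDP2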
#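 Assay system: Recombinant human TDP2 | Quantity: 120 nM TDP2 per well | Incubation: 2 h at 37 °C | Signal: Epi absorbance | Evaluation: Percent inhibition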
# PLC-gamma1 inh: PLC-gamma1 enzyme inhibitors, primary screen, biochemical, fluorescence, purified enzyme; inhibition, % at 12.2 µM; fluorogenic substrate; 0.84% of 370,000 active; in the data active = inhibition above about 9.5%
# Target sequence (P19174 whole entry, looked up): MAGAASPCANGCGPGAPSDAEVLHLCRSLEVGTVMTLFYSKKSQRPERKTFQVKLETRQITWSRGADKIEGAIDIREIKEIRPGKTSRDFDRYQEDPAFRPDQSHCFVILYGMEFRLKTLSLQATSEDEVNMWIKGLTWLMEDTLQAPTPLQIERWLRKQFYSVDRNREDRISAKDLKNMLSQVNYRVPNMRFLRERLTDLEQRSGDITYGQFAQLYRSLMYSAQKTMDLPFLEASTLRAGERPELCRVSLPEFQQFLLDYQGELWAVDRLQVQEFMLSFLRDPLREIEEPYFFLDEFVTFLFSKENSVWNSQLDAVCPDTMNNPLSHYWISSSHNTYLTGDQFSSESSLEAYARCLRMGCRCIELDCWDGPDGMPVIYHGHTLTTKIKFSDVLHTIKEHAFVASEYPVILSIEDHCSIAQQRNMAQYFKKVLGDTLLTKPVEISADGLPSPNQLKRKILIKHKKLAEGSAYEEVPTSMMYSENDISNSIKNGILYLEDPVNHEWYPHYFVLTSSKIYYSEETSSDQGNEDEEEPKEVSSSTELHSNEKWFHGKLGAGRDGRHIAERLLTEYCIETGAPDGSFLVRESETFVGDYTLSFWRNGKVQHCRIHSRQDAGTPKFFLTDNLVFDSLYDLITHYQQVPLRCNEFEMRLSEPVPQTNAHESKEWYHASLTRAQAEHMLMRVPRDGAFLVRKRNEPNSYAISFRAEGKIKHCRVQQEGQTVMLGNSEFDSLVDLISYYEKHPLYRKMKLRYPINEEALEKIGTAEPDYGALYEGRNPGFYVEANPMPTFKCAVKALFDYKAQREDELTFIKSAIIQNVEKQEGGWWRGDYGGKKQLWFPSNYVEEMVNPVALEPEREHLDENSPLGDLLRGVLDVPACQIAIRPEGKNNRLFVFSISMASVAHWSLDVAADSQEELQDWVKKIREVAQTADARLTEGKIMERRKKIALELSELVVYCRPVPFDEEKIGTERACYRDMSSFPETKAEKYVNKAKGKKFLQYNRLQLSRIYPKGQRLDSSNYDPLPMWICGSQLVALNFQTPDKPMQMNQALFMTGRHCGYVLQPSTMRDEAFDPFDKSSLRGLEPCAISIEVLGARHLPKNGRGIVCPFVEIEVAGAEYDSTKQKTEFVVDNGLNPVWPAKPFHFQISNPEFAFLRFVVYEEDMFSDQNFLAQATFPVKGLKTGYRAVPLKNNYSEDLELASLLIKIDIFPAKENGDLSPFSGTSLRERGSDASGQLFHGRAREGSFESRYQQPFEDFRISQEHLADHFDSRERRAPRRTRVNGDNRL
# ADAM17 inh: ADAM17 inhibitors, primary screen, biochemical, QFRET; 0.83% of 370,000 active; recombinant ADAM17, EDANS/DABCYL FRET peptide cleavage; Disintegrin and metalloproteinase domain-containing protein 17 (Homo sapiens), P78536; inhibition, % at 6.95 µM;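 active = inhibition above the mean of compounds lying between control limits plus 3 SD, set per campaign, cut at about 8.5% in these data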;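 also: 0% = DMSO-only wells as the low control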
# DDE Tn7 FP inh: inhibitors of Tn7 peptide binding to fibrin DD(E), primary screen, biochemical, fluorescence polarization, human fibrin, Tn7 probe; FP displacement of FITC-Tn7 peptide from fibrin DD(E); 0% = median of compound wells per plate; Fibrinogen beta chain (Homo sapiens), P02675; AID 720508, 2013; inhibition, % at 8.3 µM; 0.13% of 370,000 active;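 active = inhibition above the mean of compounds falling within the control limits plus 3 SD of them, cut at about 14% in these data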;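 also: 0% = plate median of compound wells and 100% = 10 µM Aha-Tn7 peptide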
#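 Assay system: human fibrin DD(E). Input: DD(E) 2 µM final. Medium: Tris buffer with calcium and detergent, pH 7.8. Compound dosing: single point at 8.3 µM. Timing: 10 min plus 3 h, room temperature. Technique: fluorescence polarization of the labelled Tn7 tracer. Read-out: percent inhibition. Replicates: singlicate testing.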
# * marks the source's active call; other numbers are inactive results. The list is partial; rates above refer to the full screens.
SMILES,DDE Tn6 FP inh,KLK7 zymogen act,ARFGAP1 inh,ASAP1 inh,ADAM10 inh,LEDGF integ inh,TDP2 absorb,PLC-gamma1 inh,ADAM17 inh,DDE Tn7 FP inh
O=c1c2ccccc2nc(-c2ccco2)n1-c1cccnc1,-9,-0.7,-5,5,6,-1,-14,2,1,-7
CCOC(=O)C(O)(c1ccc(N)c(OC)c1)C(F)(F)F (stereo not given),3,0.0,-12,7,1,-2,8,0,-5,10
COC(=O)C1=C(c2ccc(OC)c(OC)c2)C[C@@H]2CC[C@H]1N2C(=O)NCCO,-2,-0.3,3,4,-9,-1,-5,2,-1,1
COc1ccc(-n2nnnc2C(CCSC)N2CCC3(CC2)C(=O)NCN3c2ccccc2)cc1 (stereo not given),2,-0.5,4,-9,-10,-3,-8,2,4,-6
O=c1[nH]c(=O)n(Cc2ccco2)c(O)c1C=NC1CC1,1,-0.4,4,-22,-2,-1,-1,-3,-8,2
COC(=O)c1ccc(N2C(=O)CC(N3CCC(n4c(=O)[nH]c5ccccc54)CC3)C2=O)cc1 (stereo not given),-3,-0.2,0,-4,3,-1,2,6,4,-7
Clc1ccc(C(Cn2ccnc2)OCc2csc3c(Cl)cccc23)c(Cl)c1 (stereo not given),-9,1.1,0,4,6,6,2,1,-1,-5
Oc1ccc(Cl)c(Cl)c1,2,0.1,-5,-14,-5,-2,5,2,-2,4
CCOC(=O)c1cc2c(cn1)[C@H](CCO)NC2,-4,-0.5,6,6,-3,3,-7,0,0,-3
COC(=O)CCCNC(=O)CN1CC(c2ccccc2)CC1=O (stereo not given),2,0.5,-6,-2,2,-3,-2,0,-3,-2
Cc1cccnc1NC1=NCC(C)S1 (stereo not given),2,0.5,-11,1,-1,-1,-8,1,-1,1
O=P(Oc1ccccc1)(N1CCOCC1)N1CCOCC1,10,1.1,-3,-11,-6,-2,-1,1,-3,-6
Cc1cc(N2CCNC[C@H]2C)ccc1N1CC[C@@H](O)C1,3,1.0,1,-5,-10,0,3,-4,-6,4
CC(C)OP(=O)(O)NC(=O)c1ccccc1,-4,-0.2,1,-17,5,2,-2,-1,2,-2
COc1ccc(C2=NCC(=O)N(CC(=O)NCc3ccco3)c3sc4c(c32)CCCC4)cc1,1,0.2,3,1,7,5,-24,-4,2,-2
Cc1cc(O)c2c(C)c(CC(=O)N3C[C@H]4C[C@@H](C3)c3cccc(=O)n3C4)c(=O)oc2c1,-3,-6.0,-4,-4,-72,-1,5,-64,-15,3
CC(=NCCc1c[nH]c2ccccc12)c1c(O)n(Cc2ccccc2)c(=O)[nH]c1=O,-6,0.4,-5,-11,-8,-3,1,-2,-3,2
O=C(O)C(O)(c1ccccc1)C1CCCCC1 (stereo not given),1,0.0,-3,-11,-8,-3,7,1,-1,0
CCc1c(-c2ccccc2)nc2ccccc2c1C(=O)N1CCC2(CC1)OCCO2,-4,0.8,-10,-3,-1,-6,-11,0,1,0
CC/C(=N\N1CCN(C)CC1)c1c(O)[nH]c(=O)[nH]c1=O,-6,-0.1,-4,-5,-4,-1,-7,8,0,1
CSCCC(N=Cc1c(O)n(-c2ccc(F)cc2)c(=O)[nH]c1=O)C(=O)OC(C)(C)C (stereo not given),8,-0.1,6,-6,-6,2,1,1,-3,0
CCC(=O)C(CCN1CCOCC1)(c1ccccc1)c1ccccc1,2,-0.3,1,-7,-4,7,-6,2,0,-4
COC(=O)C1=C(c2c(C)noc2C)C[C@@H]2CC[C@H]1N2C(=O)N1CCCC1,-9,-0.7,18,18,-18,1,-4,0,-3,-2
N#Cc1ccc(NC(=S)N2Cc3ccccc3-n3nncc3C2)cc1,2,-0.7,0,-6,-1,2,10,1,1,1
O=S(=O)(c1ccc(Cl)cc1)N1Cc2cc(Br)ccc2-n2nncc2C1,4,0.0,-5,-6,-4,-6,1,-1,-1,2
CN(C)CP(=O)(Nc1ccccc1)N(C)C (stereo not given),-6,0.2,6,10,-1,-2,12,1,-2,-8
Cc1ccc(CN(Cc2ccccc2)C(=S)NCC(=O)N2CCC3(CC2)OCCO3)o1,1,-0.2,4,-10,4,-1,-9,0,-5,-1
CCOC(=O)C1CCN(/C=C2\C(=O)NC(=S)N(CC)C2=O)CC1,1,-0.4,3,-5,1,0,9,-6,-5,1
CCN1CCN(Cc2cc(Br)cc(Br)c2O)CC1,-3,-0.1,10,-3,-7,0,-5,9,-4,12
Cn1cc(C(=O)OCC(=O)NC2CCCC2)c2ccccc21,1,-0.4,6,-2,-13,-4,4,4,-5,1
O=P(Oc1ccccc1)(Oc1ccccc1)N1CCOCC1,3,-0.3,2,-9,-14,-1,-4,0,0,3
CC(=O)Nc1ccc(OC(=O)N2CCCCC2)cc1,-3,-0.3,10,-4,-5,2,-5,3,-1,2
Cc1ccccc1-n1c(O)c(/C=C2/C(c3ccccc3)=Nc3ccccc32)c(=O)[nH]c1=O,-2,-0.3,7,1,-22,-1,4,-25,-3,6
CNCC(O)c1cc(F)c(OCc2ccccc2)c(OCc2ccccc2)c1F (stereo not given),4,-0.1,-1,9,2,-5,-11,1,1,7
CCCCn1c(=O)c(C=Nc2cccnc2Cl)c(O)n(CCCCl)c1=O,-9,-0.5,7,8,-11,-4,-8,2,-5,-3
C[N+]1(C)C2CCC1CC(OC(=O)c1c[nH]c3ccccc13)C2 (stereo not given),0,0.1,-1,4,-2,3,-4,0,-1,-1
CC1[C@H]2Cc3ccc(O)cc3[C@]1(C)CCN2CCc1ccccc1 (stereo not given in full),5,0.3,19,-8,-8,-3,-8,0,4,-1
CS(=O)(=O)c1ccc(C2=C(CNC(=O)c3cccs3)[C@H]3CC[C@@H](C2)N3Cc2ccco2)cc1,-2,-0.3,-13,-1,-4,-1,4,-1,2,2
C(#CCN1CCCC1)CN1CCCC1,-2,0.1,0,9,-5,2,6,1,0,0
O=P(CN1CCN(c2ccccc2)CC1)(N1CCCCC1)N1CCCCC1,0,0.6,11,-1,0,-1,-5,1,2,1

# Random excerpt: six entries already listed
SMILES,DDE Tn6 FP inh,KLK7 zymogen act,ARFGAP1 inh,ASAP1 inh,ADAM10 inh,LEDGF integ inh,TDP2 absorb,PLC-gamma1 inh,ADAM17 inh,DDE Tn7 FP inh
CCN1CCN(Cc2cc(Br)cc(Br)c2O)CC1,-3,-0.1,10,-3,-7,0,-5,9,-4,12
Cn1cc(C(=O)OCC(=O)NC2CCCC2)c2ccccc21,1,-0.4,6,-2,-13,-4,4,4,-5,1
CCCCn1c(=O)c(C=Nc2cccnc2Cl)c(O)n(CCCCl)c1=O,-9,-0.5,7,8,-11,-4,-8,2,-5,-3
CCOC(=O)C1CCN(/C=C2\C(=O)NC(=S)N(CC)C2=O)CC1,1,-0.4,3,-5,1,0,9,-6,-5,1
CSCCC(N=Cc1c(O)n(-c2ccc(F)cc2)c(=O)[nH]c1=O)C(=O)OC(C)(C)C (stereo not given),8,-0.1,6,-6,-6,2,1,1,-3,0
CNCC(O)c1cc(F)c(OCc2ccccc2)c(OCc2ccccc2)c1F (stereo not given),4,-0.1,-1,9,2,-5,-11,1,1,7

# Further records:
SMILES,DDE Tn6 FP inh,KLK7 zymogen act,ARFGAP1 inh,ASAP1 inh,ADAM10 inh,LEDGF integ inh,TDP2 absorb,PLC-gamma1 inh,ADAM17 inh,DDE Tn7 FP inh
CCOP(=O)(NC(C)C)Oc1ccc(SC)c(C)c1 (stereo not given),3,-0.2,-6,15,-5,1,-5,-2,-4,-1
Cn1c(O)c(C=NC2CCN(Cc3ccccc3)CC2)c(=O)[nH]c1=O,-6,-0.5,10,-15,-1,-10,-10,3,-3,4
CC12CCC(O)CC1CCC1C2CCC2(C)C(C(=O)CC(O)C(F)(F)F)CCC12 (stereo not given),6,1.1,0,-2,-11,-1,-7,1,0,-7
Cc1ccc(C)c(CN2CCC(n3nnc4cc(F)ccc43)CC2)c1,-5,0.4,3,10,12,-1,0,0,0,2
CC(=O)CC(=O)C1C(=O)N(C)C(=O)N(C)C1=O,-11,-0.4,14,-4,7,8,-15,11*,2,-5
CC(C(=O)O)N(C(=O)c1ccccc1)c1ccc(F)c(Cl)c1 (stereo not given),4,0.8,-10,-11,-2,-2,-9,1,0,3
CC(=O)c1cn(CCCOc2ccccc2)c2ccccc12,0,0.3,8,8,12,3,-12,1,5,-3
Cc1ccc(CN2CCN(Cc3ccccc3)CC2)cc1,-1,-0.2,2,10,-5,2,-2,-4,-5,3
O=C(NCCN1CCOCC1)c1ccc(Cl)nc1,-1,0.2,-5,-13,-1,0,-3,0,-5,5

# Taken from above:
# For KLK7 zymogen act, `Cc1ccc(CN2CCN(Cc3ccccc3)CC2)cc1` is listed with -0.2
# For LEDGF integ inh, `COC(=O)c1ccc(N2C(=O)CC(N3CCC(n4c(=O)[nH]c5ccccc54)CC3)C2=O)cc1` (stereo not given) is listed with -1
# For ARFGAP1 inh, `COC(=O)CCCNC(=O)CN1CC(c2ccccc2)CC1=O` (stereo not given) is listed with -6
# For TDP2 absorb, `O=C(NCCN1CCOCC1)c1ccc(Cl)nc1` is listed with -3
# For TDP2 absorb, `CC(=O)CC(=O)C1C(=O)N(C)C(=O)N(C)C1=O` is listed with -15
